RAD52 anneal inh: inhibitors of human RAD52 DNA annealing; P43351; recombinant RAD52 DNA annealing, FRET fluorescence; inhibition, % at 18.7 µM; hit rate 0.46% among 360,000; AID 651710;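 active = every replicate showing at least 50% inhibition; inconclusive = mean inhibition at least 50% but not in every replicate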
ARNT-TACC3 inh: disruptors of human ARNT/TACC3 interaction; AID 623870; inhibition, % at 9.99 µM; Q9Y6A5; hit rate 0.66% among 390,000; AlphaScreen His-ARNT PAS-B/GST-TACC3 binding, luminescence; TACC3 fragment carries E629A point mutation;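 active = mean inhibition of replicates at least 50% and at least half of replicates each reaching 50%; inconclusive = half or more replicates reach 50% but mean below 50%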;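 note: 0% = complete ARNT plus TACC3 wells and 100% = ARNT alone without TACC3; many hits fall short of the cut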
XiGFP reactiv: reactivates the inactive X chromosome in mouse fibroblasts | AID 743238 | XiGFP mouse fibroblasts, % GFP-positive cells imaging, 3 d; cells co-treated with 5-aza-dC sensitizer; scaled so ellipticine positive control = 100% | activation, % at 7.58 µM | hit rate 0.055% among 360,000;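 active = mean normalized replicate activation at least 10% and every replicate at or above 10%; inconclusive = only one of the two criteria met; inactive = mean below 10% and not all replicates reach 10%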;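 note: 0% = median of on-plate neutral control wells and 100% = ellipticine 6 µM median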
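Schedule: 3 d treatment, 15 min room-temperature fixation; system: 68-5-11 XiGFP fibroblast line; buffer or medium: DMEM plus 5-aza-dC sensitizer; control set: ellipticine 6 µM positive control; compound: one concentration, pinned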
INS-1E GSIS act: primary screen for activators of insulin secretion dependent on glucose, INS-1E cells, GLuc reporter luminescence | AID 743287 | INS-1E GLuc reporter insulin secretion, 2-3 h | activation, % at 16.6 µM | hit rate 0.61% among 370,000;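 active = lowest replicate activation of at least 40%, so every replicate reaches that level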;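 note: 0% = median of neutral control wells and 100% = median of IBMX positive control wells; some compounds called inactive have numbers as strong as hits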
RAD54 inh: blocks human RAD54 Holliday junction branch migration. Q92698. FAM/BHQ fluorescence. hit rate 0.14% among 360,000. inhibition, % at 10.4 µM;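 active = mean normalized replicate activity at least 40 and at least half of replicates scoring 40 or more; inconclusive = only one of the two criteria met; inactive = mean below 40 and under half of replicates reaching 40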;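 note: 0% = median of neutral control wells and 100% = median of positive control wells; inhibitors cause a drop in the FAM fluorescence signal; in these data hits start at about 50%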
F508del corr: correctors of CFTR F508del function in bronchial epithelial cells; CFBE cells, YFP halide quenching; stimulated with forskolin plus potentiator P3; % fluorescence drop versus neutral controls; activity (quench increase), % at 7.58 µM; hit rate 0.36% among 350,000; AID 720511;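 active = mean added fluorescence quench of at least 8% versus neutral control, with both replicates also reaching 8%; inconclusive = only one of the mean or replicate conditions met; inactive = mean below 8% and not both replicates reaching 8%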;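 note: cells transiently co-express mutant CFTR-F508del with the halide-sensitive YFP; corrector assay measuring rescue of mutant channel to the surface after 24 h compound exposure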
esBAF inh: inhibitors of esBAF chromatin remodeling in mouse ES cells. Bmi1-luciferase knock-in reporter, 24 h; 100% = twice the neutral-well signal. reporter increase, % at 12.5 µM. hit rate 2% among 350,000; in the data active = activation above about 40%; inconclusive = no clear call, values can overlap the other calls;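 note: 0% = median of the plate's neutral control wells and 100% = double that signal; a rise in the Bmi1 reporter signal indicates esBAF inhibition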
ERAP1 inh: inhibitors of human ERAP1 aminopeptidase. Q9NZ08. recombinant ERAP1, Leu-AMC fluorescence, 60 min. inhibition, % at 10.7 µM. hit rate 0.15% among 340,000. AID 652197;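 active = mean replicate inhibition of at least 30%, or all replicates individually reaching that 30% level; inactive = mean below 30% and not every replicate reaching it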;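 note: 0% = neutral control wells and 100% = L-leucinethiol positive control wells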
Target sequence (Q9NZ08 whole entry, looked up): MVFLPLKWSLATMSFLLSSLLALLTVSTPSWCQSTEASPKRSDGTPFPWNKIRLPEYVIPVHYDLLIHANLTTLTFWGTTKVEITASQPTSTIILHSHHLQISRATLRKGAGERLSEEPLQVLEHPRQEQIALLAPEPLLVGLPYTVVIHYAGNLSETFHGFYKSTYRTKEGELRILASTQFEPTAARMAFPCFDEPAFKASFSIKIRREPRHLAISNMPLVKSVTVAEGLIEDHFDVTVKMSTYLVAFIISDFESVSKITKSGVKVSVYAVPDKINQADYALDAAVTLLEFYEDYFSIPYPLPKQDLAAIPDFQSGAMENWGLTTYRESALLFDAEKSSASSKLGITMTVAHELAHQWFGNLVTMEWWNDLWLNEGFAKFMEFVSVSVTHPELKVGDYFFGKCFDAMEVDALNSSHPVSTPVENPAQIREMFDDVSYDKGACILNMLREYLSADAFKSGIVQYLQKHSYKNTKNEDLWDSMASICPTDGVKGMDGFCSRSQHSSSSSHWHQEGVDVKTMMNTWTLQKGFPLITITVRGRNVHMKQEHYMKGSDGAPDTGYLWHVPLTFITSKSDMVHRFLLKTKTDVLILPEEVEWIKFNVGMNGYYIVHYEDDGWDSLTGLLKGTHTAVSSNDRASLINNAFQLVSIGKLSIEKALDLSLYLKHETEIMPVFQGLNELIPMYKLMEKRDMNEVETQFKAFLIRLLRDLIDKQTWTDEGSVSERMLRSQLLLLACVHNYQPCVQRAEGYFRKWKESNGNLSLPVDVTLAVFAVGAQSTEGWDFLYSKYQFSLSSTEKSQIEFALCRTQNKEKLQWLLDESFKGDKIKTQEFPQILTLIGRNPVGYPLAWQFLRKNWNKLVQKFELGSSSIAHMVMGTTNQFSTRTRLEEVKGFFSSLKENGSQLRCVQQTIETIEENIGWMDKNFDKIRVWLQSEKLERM
Active calls of the source: *; ? = inconclusive; . = not tested or not shown; & = joins results of further samples.

SMILES	RAD52 anneal inh	ARNT-TACC3 inh	XiGFP reactiv	INS-1E GSIS act	RAD54 inh	F508del corr	esBAF inh	ERAP1 inh
C[C@H](CO)N1C[C@H](C)[C@@H](CN(C)Cc2ccc(C(=O)Nc3ccccc3N)cc2)Oc2ccc(NC(=O)Nc3ccc4c(c3)OCO4)cc2CC1=O	30.7	31.3	0.2	-0.3	-0.2	1.3	-2.5	-0.3
COCCn1c(SCC(=O)c2c(N)n(C)c(=O)n(C)c2=O)nc2ccccc21	-25.3	-2.6	-0.1	-0.1	3.7	-1.2	4.5	-2.0
C[C@H]1CN([C@@H](C)CO)C(=O)c2cccc(NC(=O)c3ccc(-c4nccs4)cc3)c2O[C@H]1CN(C)Cc1ccc2c(c1)OCO2	-2.2	.	0.0	-5.8	0.7	-1.0	-11.0	-2.2
Cc1cc(NC(=O)c2cncc(Br)c2)ccc1NC(=O)c1cc2ccccc2o1	-15.4	-2.8	-0.1	-0.2	9.5	-2.8	-31.6	-1.4
CCS(=O)(=O)N1CC(=O)N2[C@H](CO)[C@@H](c3ccc(C#Cc4cccc(F)c4)cc3)[C@@H]2C1	8.1	.	0.2	-12.5	.	7.1	.	-0.8
CC(C)NC(=O)N1CCCCN2[C@H](C1)[C@H](c1ccc(C#Cc3ccccc3F)cc1)[C@@H]2CO	-3.3	6.3	0.1	-5.3	-5.0	-3.3	11.6	-0.7
O=C(NCCN1CCN(C(=O)c2cccc(OC(F)F)c2)CC1)c1cccc(OC(F)F)c1	0.8	-1.0	-0.1	-13.3	3.9	0.4	-3.8	4.0
COc1cccc(S(=O)(=O)N2CCN(Cc3ccc4c(c3)OCO4)CC2)c1	-11.2	6.5	0.1	-7.6	-1.6	-3.4	9.2	2.2
COc1cc(NC2c3ncccc3C(=O)N2Cc2ccco2)cc(OC)c1OC (centres undefined)	-10.3	4.8	0.1	8.8	.	.	.	-2.9
c1cncc(C2SCCCS2)c1	-2.1	.	0.6	.	-0.8	-1.2	2.5	-0.8
O=C(OCC(=O)N1CCC(Cc2ccccc2)CC1)c1cncc(Br)c1	-28.8	1.9	0.3	-72.8	7.5	5.0	0.3	-2.4
O=C(Oc1c(CN2CCOCC2)cc(Cl)c2cccnc12)c1ccccc1F	-16.2	65.5*	0.5	-11.1	.	-8.7	.	3.2
CCN1C(=NCCc2ccccn2)N[C@@H](c2cccc(C(F)(F)F)c2)C(C(=O)OC)=C1C	-16.1	-0.6	0.5	-14.3	0.2	0.3	-2.1	4.4
C[C@H]1CN([C@@H](C)CO)S(=O)(=O)c2ccc(Br)cc2O[C@H]1CN(C)C(=O)CN(C)C	-5.6&13.2&-5.9	10.8&18.1	2.1&0.1	10.8&3.8	-2.0&-0.1&-6.0	1.7&1.5&-0.1	3.4&2.1&-0.7	0.7&-1.3&-4.3
C[C@@H]1CCCCO[C@H](CN(C)C(=O)Nc2ccc(C(F)(F)F)cc2)[C@@H](C)CN([C@@H](C)CO)C(=O)c2cc(NS(=O)(=O)c3cccs3)ccc2O1	-36.4	-5.9	0.0	-15.7	17.4	1.4	-0.8	0.0
O=C(O)CC1(O)C(=O)N(Cc2ccccc2)c2ccccc21 (centres undefined)	-16.5	-2.2	0.0	-2.6	4.6	0.7	-9.8	-2.2
CCOc1ccc(NS(=O)(=O)c2ccc(OCC(=O)NCCCOC)cc2)cc1	.	-1.0	.	1.1	11.1	.	31.9	.
CN(CCC#N)C(=O)COC(=O)/C=C/c1ccc2c(c1)OCO2	-1.7	-2.8	0.0	-4.8	8.9	3.0	-4.1	0.3
COc1ccc(CN(C)C[C@H]2OCCCC[C@@H](C)Oc3ccc(NC(=O)c4ccccc4)cc3C(=O)N([C@@H](C)CO)C[C@@H]2C)cc1	28.9	3.2	0.0	-25.0	1.6	-0.5	0.7	2.0
Cc1nc(N/N=C/c2ccc(O)cc2)c2cnn(-c3ccccc3)c2n1	-7.9	.	0.3	-6.2	.	1.4	.	-3.1
Cc1ccc(Cn2cnc3c(cnn3-c3ccc(F)cc3)c2=O)cc1	-14.8	-8.9	-0.1	6.8	.	1.1	.	7.4
CN1CCN(C(=O)C[C@H]2CC[C@H]3[C@@H](COc4ccc(NC(=O)C5CCC5)cc4C(=O)N3C)O2)CC1	-7.0	.	0.0	8.5	.	-1.1	.	6.0
CCCCNS(=O)(=O)c1ccc2nc(SCC(=O)c3ccccc3OC)[nH]c2c1	-0.4	-2.9	.	-21.8	-0.2	-4.5	2.6	-5.7
CC(C(=O)Nc1ccc(F)c(F)c1)N1CCN(C)CC1 (centres undefined)	-10.5	-16.3	0.0	-2.5	4.8	-2.0	-1.5	0.6
COCCOC(=O)N1CCCCC1c1cc(C(=O)NCc2ccc(Cl)c(Cl)c2)no1 (centres undefined)	-0.5	.	0.1	-33.3	-5.2	-0.5	2.2	-1.3
(more compounds)
SMILES	RAD52 anneal inh	ARNT-TACC3 inh	XiGFP reactiv	INS-1E GSIS act	RAD54 inh	F508del corr	esBAF inh	ERAP1 inh
CO[C@@H]1CN(C)C(=O)c2ccc(NC(=O)NC(C)C)cc2OC[C@H](C)N(C(=O)CC2CC2)C[C@@H]1C	2.2	.	0.1	11.3	.	-1.5	4.4	.
CC1CCN(CC(CS(=O)(=O)c2ccc([N+](=O)[O-])cc2)N2CCC(C)CC2)CC1 (centres undefined)	4.0	1.0	-0.2	-21.5	-5.5	0.2	-3.2	1.3
O=C(O)Cn1ccc2cc(S(=O)(=O)N3CCCCCC3)ccc21	-6.5	4.5	0.1	35.2	-0.7	-1.6	3.0	-3.0
COc1ccc2nc(NC(=O)C3CC(=O)N(c4ccccc4)C3)sc2c1 (centres undefined)	-18.5	-0.3	0.0	-35.3	-0.5	2.7	-4.8	-4.1
O=C(/C=C/NNC(=O)c1ccc(Br)cc1)c1ccccc1	.	-0.8	.	-10.8	-2.8	.	16.5	.
Cc1ccc(N2CC(C(=O)Nc3cccnc3)CC2=O)cc1Cl (centres undefined)	-17.2	.	0.2	-8.8	8.5	0.7	7.1	-5.6
COc1ccc(S(=O)(=O)N(C)C[C@H]2Oc3c(NC(=O)Nc4ccc(F)cc4)cccc3C(=O)N([C@H](C)CO)C[C@H]2C)cc1	1.7	.	-0.1	-17.4	.	0.5	-0.5	-9.9
C[C@H](NC(=O)C[C@H]1CC[C@H](NC(=O)C2CC2)[C@@H](CO)O1)c1ccccc1	-4.4	10.5	0.4	10.4	0.1	1.3	-2.3	-1.5
Cc1ccc(S(=O)(=O)N2CCCOC2CNC(=O)C(=O)NCCN2CCOCC2)cc1 (centres undefined)	-18.5	5.1	0.0	.	8.3	1.8	4.4	-9.1
CCN(C(=O)c1cc2c(=O)n3ccccc3nc2n1CCCOC)C1CCCCC1	-2.2	-27.2	0.0	9.2	5.1	-1.1	-3.9	18.7
Cn1c(=O)c2c(nc(OCCc3ccccc3)n2C)n(C)c1=O	-7.0	-6.7	0.2	10.0	-10.3	-2.2	3.0	0.7
O=S(=O)(c1ccccc1)N1CCN(S(=O)(=O)N2CCCCCC2)CC1	-6.9	-6.4	0.0	5.3	-19.4	-0.6	1.0	0.9
Cc1ccccc1S(=O)(=O)NCC[C@H]1CC[C@H](NS(=O)(=O)c2ccccc2C)[C@H](CO)O1	-3.4	4.8	0.4	1.7	1.2	2.1	-0.4	-3.6
O=C(CN1CCN(c2ccccc2O)CC1)NNC(=O)c1ccc(Cl)cc1	-13.1	0.1	0.7	.	.	.	.	-5.8
CN1CCN(C(=O)C2=C[C@H](C(C)(C)C)C[C@H](OCc3ccc(CO)cc3)O2)CC1	8.7	-4.7	.	.	-0.2	2.6	.	-1.5
O=C(NCC(O)CN1CCOCC1)c1ccc([N+](=O)[O-])cc1 (centres undefined)	-5.9	.	0.2	0.7	.	.	.	6.1
CCOC(=O)Cc1ccc(NCc2ccc(Cl)cc2)cc1	-20.9	7.6	0.0	4.8	.	0.0	.	-0.5
CN(Cc1ccccn1)C(=O)c1cc(COc2ccc(F)cc2Cl)on1	-2.9	.	0.1	11.4	-4.5	1.9	36.9	-5.2
CCOC(=O)CN1CC23C=CC(O2)C(C(=O)Nc2ccc4c(c2)OCO4)C3C1=O (centres undefined)	5.9	23.0	0.1	.	-1.0	0.6	?	-3.9
O=c1c2cccnc2nc2n1CCCCC2	-10.9	-1.4	0.1	-0.6	.	-4.3	.	20.5
COc1ccccc1NC(=O)CSc1nnc(CNC(=O)c2ccccc2F)o1	-0.5	3.8	0.1	16.2	4.3	-2.0	-1.5	-1.3
CC1(C)O[C@@H]2C[C@H]3[C@@H]4C[C@H](F)C5=CC(=O)C=C[C@]5(C)[C@H]4[C@@H](O)C[C@]3(C)[C@]2(C(=O)CO)O1	-10.5	-1.9	0.0	.	-9.1	7.0	4.3	-4.3
C[C@@H]1CN([C@@H](C)CO)S(=O)(=O)c2ccc(Br)cc2O[C@@H]1CN(C)C(=O)c1ccc(F)cc1	-0.9&-5.4	7.3	0.4&-0.1	1.3&4.1	2.3&2.1	3.1&2.2	-1.5&-0.9	-1.2&-1.1
Cc1ccc(C(=O)COC(=O)c2ccccc2NC(=O)c2ccccc2)cc1[N+](=O)[O-]	-4.0	-29.3	0.5	-4.1	-2.7	.	.	6.9
Cc1cc(C)c(C#N)c(SCC(=O)C2CC2)n1	11.6	.	0.4	1.2	9.9	.	.	1.1
COc1cccc(CC(=O)OCC(=O)c2cc(OC)ccc2OC)c1	-11.0	0.3	0.1	6.4	-4.7	-1.4	0.8	-0.6
COc1ccc([C@H]2C=C(C(=O)N3CCCCC3)O[C@@H](OCc3ccc(CO)cc3)C2)cc1	-49.5	-0.1	.	.	-6.3	0.8	.	-3.0

4 compounds picked at random from the list so far, as already listed:
SMILES	RAD52 anneal inh	ARNT-TACC3 inh	XiGFP reactiv	INS-1E GSIS act	RAD54 inh	F508del corr	esBAF inh	ERAP1 inh
COc1ccc(S(=O)(=O)N(C)C[C@H]2Oc3c(NC(=O)Nc4ccc(F)cc4)cccc3C(=O)N([C@H](C)CO)C[C@H]2C)cc1	1.7	.	-0.1	-17.4	.	0.5	-0.5	-9.9
CN(Cc1ccccn1)C(=O)c1cc(COc2ccc(F)cc2Cl)on1	-2.9	.	0.1	11.4	-4.5	1.9	36.9	-5.2
COc1cccc(CC(=O)OCC(=O)c2cc(OC)ccc2OC)c1	-11.0	0.3	0.1	6.4	-4.7	-1.4	0.8	-0.6
Cc1ccc(S(=O)(=O)N2CCCOC2CNC(=O)C(=O)NCCN2CCOCC2)cc1 (centres undefined)	-18.5	5.1	0.0	.	8.3	1.8	4.4	-9.1

Some of the entries so far, with bars between the fields.
structure | RAD52 anneal inh | ARNT-TACC3 inh | XiGFP reactiv | INS-1E GSIS act | RAD54 inh | F508del corr | esBAF inh | ERAP1 inh
COc1ccc(S(=O)(=O)N(C)C[C@H]2Oc3c(NC(=O)Nc4ccc(F)cc4)cccc3C(=O)N([C@H](C)CO)C[C@H]2C)cc1 | 1.7 | . | -0.1 | -17.4 | . | 0.5 | -0.5 | -9.9
COc1ccc2nc(NC(=O)C3CC(=O)N(c4ccccc4)C3)sc2c1 (centres undefined) | -18.5 | -0.3 | 0.0 | -35.3 | -0.5 | 2.7 | -4.8 | -4.1
O=C(Oc1c(CN2CCOCC2)cc(Cl)c2cccnc12)c1ccccc1F | -16.2 | 65.5* | 0.5 | -11.1 | . | -8.7 | . | 3.2

Screens from PubChem BioAssay.
